Bioassay records: PubChem BioAssay, several laboratories
ERa coact inh: ERα–SRC-1 coactivator interaction inhibitors, primary screen, biochemical, TR-FRET, ERα LBD, estradiol-bound | TR-FRET ER-alpha LBD / SRC-1 peptide | hit rate 1.7% among 86,000 | inhibition, % at 25.6 µM; in the data active means inhibition above about 50%;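 further: 0% = receptor plus peptide control and 100% = peptide only without receptor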
Target sequence (P03372 whole entry, looked up, the tested form may be a part): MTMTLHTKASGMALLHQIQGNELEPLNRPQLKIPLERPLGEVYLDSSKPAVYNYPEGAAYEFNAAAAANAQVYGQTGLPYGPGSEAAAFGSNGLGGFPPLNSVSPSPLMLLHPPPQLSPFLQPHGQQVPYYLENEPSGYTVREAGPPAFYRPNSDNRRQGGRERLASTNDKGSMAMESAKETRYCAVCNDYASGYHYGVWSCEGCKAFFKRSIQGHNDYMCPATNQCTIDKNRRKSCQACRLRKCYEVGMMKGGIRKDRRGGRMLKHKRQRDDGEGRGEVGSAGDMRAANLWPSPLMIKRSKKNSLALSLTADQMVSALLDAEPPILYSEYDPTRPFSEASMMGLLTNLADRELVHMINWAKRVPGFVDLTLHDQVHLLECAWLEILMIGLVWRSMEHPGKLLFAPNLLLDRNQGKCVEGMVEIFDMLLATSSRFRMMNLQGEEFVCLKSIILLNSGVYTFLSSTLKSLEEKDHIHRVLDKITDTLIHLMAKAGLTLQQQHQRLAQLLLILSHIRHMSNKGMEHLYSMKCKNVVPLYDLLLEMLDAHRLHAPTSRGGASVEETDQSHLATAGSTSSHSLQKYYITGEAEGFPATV
HUVEC prolif 384: inhibitors of HUVEC proliferation, primary screen, cell-based, 384-well; CellTiter-Glo luminescence, 72 h; stronger effect = lower value; hit rate 1.1% among 86,000; viability, % at 10 µM (by protocol);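 active means viability at or below 30%; inactive means viability above 30%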;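 further: 100% = median luminescence of DMSO-only cell control wells on each plate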
Lung fibro prol: antiproliferative effect on LL 47 fibroblasts – human, LL 47 cells, CellTiter-Glo luminescence, primary screen | LL 47 human lung fibroblast viability, ATP luminescence; stronger effect = lower value | viability, % at 10 µM | hit rate 1.1% among 85,000 | AID 719, 2007;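 active means viability at or below 50% in the single dose screen; inactive means viability above 50%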;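 further: compound exposure lasted 72 h before the ATP readout; 100% = median luminescence of untreated cell-only wells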
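Signal: luminescent ATP detection, CellTiter-Glo; assay system: LL 47 human lung fibroblasts; input: 1,150 cells/well; incubation: overnight cell rest, 72 h compound treatment at 37 °C; measure: % viability versus median cells-only luminescence; medium: IMEM growth medium with 15% fetal bovine serum; dosing: compound addition at 0.1% DMSO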
Calb biofilm kill: clotrimazole potentiators killing Candida biofilms, primary screen, with clotrimazole, Alamar Blue; C. albicans biofilm + clotrimazole; inhibition, % at 6 µM; hit rate 0.14% among 85,000;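 active means inhibition above 20%; inactive means inhibition below 20%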;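 further: preformed 24 hr biofilms exposed to compound for 48 hr; 0% = biofilm without compound and 100% = blank killed by clotrimazole plus chlorhexidine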
H69AR growth 86K: proliferation blockers of H69AR lung cancer cells, primary screen, cell-based, human, 86K library. viability, % at 10 µM. H69AR lung tumor viability, ATP luminescence, 72 h; stronger effect = lower value. hit rate 6% among 85,000;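 active means viability at or below 40%; inactive means viability above 40%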;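 further: multidrug resistant small cell line overexpressing MRP-1 efflux transporter; 100% = mean luminescence of untreated control wells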
Smad3 inh: Smad3/FoxH1 peptide binding inhibitors, primary screen, biochemical, TR-FRET; Mothers against decapentaplegic homolog 3 (Homo sapiens), P84022; TR-FRET Smad3/Dy647-FoxH1 peptide binding, europium anti-His; inhibition, % at 25 µM; hit rate 0.29% among 88,000;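 active means compounds that reduce the energy-transfer binding signal between the protein and its labelled peptide by more than half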;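 further: 0% = Smad3 plus labelled peptide maximal FRET and 100% = peptide-only background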
Target sequence (P84022 whole entry, looked up): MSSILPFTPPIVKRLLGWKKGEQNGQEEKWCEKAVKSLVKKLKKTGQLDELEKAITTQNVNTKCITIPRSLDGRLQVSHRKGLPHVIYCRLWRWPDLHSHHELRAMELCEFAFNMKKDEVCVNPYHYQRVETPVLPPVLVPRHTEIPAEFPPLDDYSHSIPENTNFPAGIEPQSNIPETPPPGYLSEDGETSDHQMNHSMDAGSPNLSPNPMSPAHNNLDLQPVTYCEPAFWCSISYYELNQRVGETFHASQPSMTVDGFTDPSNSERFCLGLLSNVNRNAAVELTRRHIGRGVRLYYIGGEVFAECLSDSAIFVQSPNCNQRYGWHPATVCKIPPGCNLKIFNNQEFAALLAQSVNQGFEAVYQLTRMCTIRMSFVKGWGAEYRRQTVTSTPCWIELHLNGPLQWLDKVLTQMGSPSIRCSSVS
ERb SRC1 inh: inhibitors of ERβ-SRC1 coactivator interaction, primary screen, biochemical, TR-FRET, ERβ LBD, SRC-1 peptide. AID 633, 2007. Estrogen receptor beta (Homo sapiens), Q92731. TR-FRET ER-beta LBD / SRC1-Cy5 peptide binding; receptor agonist-loaded with 1 µM estradiol. hit rate 1.3% among 86,000. inhibition, % at 25.6 µM;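 active means compounds whose percent inhibition of the receptor-coactivator binding signal exceeds about 50% in the single-dose screen, limit read from the data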;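 further: 0% = receptor plus peptide wells without compound and 100% = peptide-only wells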
ERa coact pot: enhancers of ERα–SRC-1 coactivator binding, primary screen, biochemical, TR-FRET, ERα LBD, low estradiol; Estrogen receptor (Homo sapiens), P03372; AID 639, 2007; TR-FRET ERalpha-LBD/SRC-Cy5 coactivator binding, 2 h; 100 = basal binding, no effect; coactivator binding (% of control), % at 25.6 µM; hit rate 1.3% among 86,000; in the data active means activity above about 200%;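 further: binding measured in presence of low estradiol as agonist stimulus; 0% = peptide alone without receptor and 100% = receptor with peptide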
sEH act: soluble epoxide hydrolase activators, primary screen, biochemical, human sEH; Bifunctional epoxide hydrolase 2 (Homo sapiens), P34913; purified human sEH enzymatic activity, activator screen; activation, % at 2 µM; hit rate 0.04% among 91,000; in the data active means activation above about 37%; further: values of inactives mirror those of a sister screen read the other way
* = called active by the depositor; nt = not tested or not shown; [ ] = remark or other dose.

SMILES	ERa coact inh	HUVEC prolif 384	Lung fibro prol	Calb biofilm kill	H69AR growth 86K	Smad3 inh	ERb SRC1 inh	ERa coact pot	sEH act
CCS(=O)(=O)c1ccc(O)c(NC(=O)c2cc(OC)c(OC)c(OC)c2)c1	5	93	108	7	96	-1	18	94	nt
O=C(c1ccccc1Cl)N1CCC(c2nc3c(nnn3Cc3ccco3)c(=O)[nH]2)CC1	-3	89	96	16	105	-13	-6	87[fluorescence artefact?]	nt
CCc1ccc(N(C(=O)c2csnn2)C(C(=O)NCc2ccccc2)c2ccco2)cc1 (stereo not drawn)	-7	103	92	2	48	-2	-12	112	5
CC(NC(=O)c1ccccc1Cl)C(=O)O (stereo not drawn)	3[fluorescence artefact?]	103	99	3	102	11	2[fluorescence artefact?]	115	2
COCCCn1c(SCC(=O)N(C)C)nnc1-c1ccccc1	-10	97	100	6	92	3	-1	120	0
O=C(NC1C(=O)NNC1c1ccccc1)c1ccccc1 (stereo not drawn)	-3	94	99	5	89	-1	-6	94	8
O=C(CNC1CCCCCC1)Nc1ccccc1N1CCCCC1	3	89	88	-2	91	-3	-12	99	6
Cc1ccc(CNS(=O)(=O)c2cn(C)cn2)cc1	-13	101	98	4	103	0	-1	92	-14
Cc1cc(C)c2c(=O)[nH]c(SCC(=O)N3CCCCC3)nc2n1	-2	91	100	7	85	12	-5[fluorescence artefact?]	122	3
Cc1cccc(NC(=O)Cn2cccc2)c1	-8	101	103	4	95	12	-4	116	-2
COc1ccc2cnn(Cc3ccccc3)c(=O)c2c1OC	-50	116	103	4	103	9	-32	102	nt
COC(=O)c1ccc(NC(=O)CN(C)S(=O)(=O)c2ccc(OC)c(C)c2)cc1	-3	92	95	3	67	0	-6	96	1
CNS(=O)(=O)c1cccc(C(=O)OC2CCCCC2=O)c1 (stereo not drawn)	6	92	100	5	92	9	4	130	23
Cc1cc(C)n(-c2nc3ccccc3nc2N2CCN(C(=O)c3ccccc3)CC2)n1	-11	96	104	5	87	-2	-9	117	0
COc1ccc(C(=O)Nc2ccncc2)cc1OC	-3[fluorescence artefact?]	93	91	4	96	4	-4	143	nt
CCN1C(=O)/C(=C/c2cccs2)N(C)C1=S	-3[fluorescence artefact?]	86	97	1	80	-13[fluorescence artefact?]	1[fluorescence artefact?]	89[fluorescence artefact?]	4
Cc1nn(-c2ccccc2)c2sc(C(=O)NCCN3CCOCC3)cc12	-9	78	89	-4	58	5	-8	113	-6
Cc1ccc2nc(NC(=O)CN(C)S(=O)(=O)c3ccc(Br)s3)sc2c1	-3	57	97	-2	21*	-9	-1	132	-1
O=C(Nc1ccc(N2CCCC2)c(Cl)c1)c1ccco1	-6[fluorescence artefact?]	116	102	-2	94	-16	9[fluorescence artefact?]	88[fluorescence artefact?]	nt
COc1ccc2nc(SCC(=O)NC(C)(C)C)[nH]c2c1	3	101	103	4	89	6	33	109	-5
C=CCN1C(=Nc2cccnc2)SCC1(O)c1ccc(C)cc1 (stereo not drawn)	-7	1.8*	86	1	34*	6	-14	100	-1
CSc1ncccc1C(=O)OCC(=O)c1cc2ccccc2o1	11	87	106	nt	94	6	6[fluorescence artefact?]	134	1
CCn1c(=O)c(C)nn2c3ccccc3nc12	-4	105	97	9	108	-3	0	114	nt
CNC(=O)CN(c1ccc(C(C)C)cc1)S(C)(=O)=O	0	98	92	3	102	14	-9	139	10
COc1ccc(N(C(=O)Cn2nnc3ccccc32)C(C(=O)NCc2ccco2)c2cccnc2)cc1 (stereo not drawn)	0	113	103	6	93	-4	0	113	12
C=C(C)CSc1nnc(-c2cccc(Cl)c2)n1N	-10	103	97	5	94	4[fluorescence artefact?]	-9[fluorescence artefact?]	104	-2
CCn1c2ccccc2c2nnc(SCC(=O)OCN3C(=O)c4ccccc4C3=O)nc21	-2	88	99	12	86	-7	0	128	-1
O=C(NCCCN1CCN(c2ccccc2F)CC1)C1CCN(S(=O)(=O)c2cccs2)CC1	-5	74	85	4	75	7	-5	109	-27
CN(C)c1ccc(C2OC(=O)C(C)(C)C(=O)C2(C)C)cc1 (stereo not drawn)	-8	108	94	5	89	-2	-19	96	-7
NC(=O)CSC1=Nc2ccccc2C2=NC(CCC(=O)NCc3ccc(F)cc3)C(=O)N12 (stereo not drawn)	7	101	94	2	98	6	-17	85	-4
CCC(C)(C)n1nnnc1C(c1cccc(C#N)c1)N1CCN(c2cc(C)ccc2C)CC1 (stereo not drawn)	0	99	92	9	78	3	1	112	nt
C=CC[n+]1c(-c2ccc(C)cc2)csc1NNC(=O)Nc1ccccc1	-1	92	100	7	92	4	1	68	-47
O=C(NCc1ccccn1)C1CCN(S(=O)(=O)N2CCC3(CC2)OCCO3)CC1	nt	98	111	-3	94	nt	nt	nt	nt
O=C(c1cccc(Br)c1)N1CCN(C(=O)N2CCCCC2)CC1	-2	96	102	7	105	12	-7	89	13
C=CCN1C(=O)S/C(=C/c2ccsc2)C1=O	-7	93	94	5	84	3	-4	93	7
CCOC(=O)C1CCCN(c2c(N3CCN(C4CCCCC4)CC3)c(=O)c2=O)C1 (stereo not drawn)	0	95	102	10	89	2	-1	125[fluorescence artefact?]	nt
COc1ccc(N2CCN(c3cc(=O)n(Cc4ccc(F)cc4)c(=O)[nH]3)CC2)cc1	28	100	85	8	81	7	20[fluorescence artefact?]	96	nt
Cn1cccc1Cc1nnc(SCC(=O)NCC2CCCO2)n1-c1ccc(F)cc1 (stereo not drawn)	2	88	105	11	97	1	-8	99	nt
CCCS(=O)(=O)N1CCC(C(=O)NCc2ccccc2Cl)CC1	-6	85	101	8	95	-2	-7	96	nt
COC(=O)c1[nH]c2c(c1C)C(=O)CC(c1cccs1)C2 (stereo not drawn)	-9	46	47*	3	34*	1	-10	104[fluorescence artefact?]	0
CC(c1ccccc1F)n1cc(C(=O)NCCc2ccco2)nn1 (stereo not drawn)	-24	94	100	6	57	6	-5	112	1
CC(=O)Nc1ccc(S(=O)(=O)N2CCSC2C(=O)O)cc1 (stereo not drawn)	-6	103	96	2	94	3	0	103	2
CC(C)COC(=O)c1cc(=O)[nH]c2ccccc12	-9	100	93	7	96	-1	-3	94[fluorescence artefact?]	4
Cc1cccn2c(=O)c(C=Nc3ccccc3)c(NCc3ccco3)nc12	12	78	88	5	72	6	18[fluorescence artefact?]	105	8
O=C(COc1ccc(-c2nnco2)cc1)N1CCN(S(=O)(=O)c2ccc3ccccc3c2)CC1	14	101	88	2	36*	-8	-1	121	-7
COc1nc(C)ccc1-c1noc(-c2ccco2)n1	-24	96	104	-1	67	0	22	111	4
CC1=Nn2c(nnc2-c2ccco2)SC1	0	90	101	1	nt	6	-7	112	-21
O=C(c1ccc(Cl)cc1)c1nnc(-c2ccncc2)o1	29	104	94	11	99	6	17[fluorescence artefact?]	113	nt
C=CCn1c(SCC(=O)O)nnc1-c1ccccc1	19	107	nt	-2	110	-9[fluorescence artefact?]	14[fluorescence artefact?]	89	-7
O=C(O)CCc1ccc(-c2ccccc2)n1CC1CCCO1 (stereo not drawn)	-2[fluorescence artefact?]	100	104	3	78	-7	0[fluorescence artefact?]	85[fluorescence artefact?]	2
O=C(Nc1c(F)c(F)c(F)c(F)c1F)NC1CCCCC1	2	100	97	4	93	2	-4	106	-43
COc1ccc(/C=N/n2c(=S)n(C)c3ccccc32)cc1OC	3[fluorescence artefact?]	90	90	50*	86	-9	2	85[fluorescence artefact?]	-8
Cc1cccc2nc(CSc3nnnn3-c3ccccc3)cn12	-10	105	98	2	96	4	-8	104	-19
O=C(NCCN1CCOCC1)N1CCOCC1	-9	93	98	5	98	2	-11	131	4
CCN(CC)S(=O)(=O)c1ccc(OC)nc1	-3	91	98	2	88	8[fluorescence artefact?]	1	87	12
CC1(C)Cc2c(C#N)c(N3CCCC3)nc(-c3ccco3)c2CO1	-5	80	84	3	45	17	2[fluorescence artefact?]	68	nt
O=C(c1ccc2ncsc2c1)N1CCN(c2ccc(O)cc2)CC1	16	93	86	7	87	3	28	74[fluorescence artefact?]	9
COc1ccc(OC)c(C2NC(=O)NC(C)=C2C(=O)Nc2ccc(C)cc2C)c1 (stereo not drawn)	-7	103	106	6	97	-10	2	108	nt
CNC(=O)C(=O)NCCc1ccc(Cl)cc1	-10	116	100	9	100	1	-3	109	2
CCNC(=O)CC1C(=O)N(c2ccccc2)C(=O)N1CCc1ccc(OC)c(OC)c1 (stereo not drawn)	3[fluorescence artefact?]	97	96	3	97	5	2[fluorescence artefact?]	118	9

By substructure: the compounds so far with an aryl methoxy group.
SMILES	ERa coact inh	HUVEC prolif 384	Lung fibro prol	Calb biofilm kill	H69AR growth 86K	Smad3 inh	ERb SRC1 inh	ERa coact pot	sEH act
CCS(=O)(=O)c1ccc(O)c(NC(=O)c2cc(OC)c(OC)c(OC)c2)c1	5	93	108	7	96	-1	18	94	nt
COc1ccc2cnn(Cc3ccccc3)c(=O)c2c1OC	-50	116	103	4	103	9	-32	102	nt
COC(=O)c1ccc(NC(=O)CN(C)S(=O)(=O)c2ccc(OC)c(C)c2)cc1	-3	92	95	3	67	0	-6	96	1
COc1ccc(C(=O)Nc2ccncc2)cc1OC	-3[fluorescence artefact?]	93	91	4	96	4	-4	143	nt
COc1ccc2nc(SCC(=O)NC(C)(C)C)[nH]c2c1	3	101	103	4	89	6	33	109	-5
COc1ccc(N(C(=O)Cn2nnc3ccccc32)C(C(=O)NCc2ccco2)c2cccnc2)cc1 (stereo not drawn)	0	113	103	6	93	-4	0	113	12
COc1ccc(N2CCN(c3cc(=O)n(Cc4ccc(F)cc4)c(=O)[nH]3)CC2)cc1	28	100	85	8	81	7	20[fluorescence artefact?]	96	nt
COc1nc(C)ccc1-c1noc(-c2ccco2)n1	-24	96	104	-1	67	0	22	111	4
COc1ccc(/C=N/n2c(=S)n(C)c3ccccc32)cc1OC	3[fluorescence artefact?]	90	90	50*	86	-9	2	85[fluorescence artefact?]	-8
CCN(CC)S(=O)(=O)c1ccc(OC)nc1	-3	91	98	2	88	8[fluorescence artefact?]	1	87	12
COc1ccc(OC)c(C2NC(=O)NC(C)=C2C(=O)Nc2ccc(C)cc2C)c1 (stereo not drawn)	-7	103	106	6	97	-10	2	108	nt
CCNC(=O)CC1C(=O)N(c2ccccc2)C(=O)N1CCc1ccc(OC)c(OC)c1 (stereo not drawn)	3[fluorescence artefact?]	97	96	3	97	5	2[fluorescence artefact?]	118	9

These rows are one share of the data (hit frequency here may not be typical).
